High-throughput results: PubChem BioAssay, several laboratories
PLAP act: activators of human placental alkaline phosphatase; activation fold at 20 µM; AID 696; purified PLAP enzyme, luminescent substrate read-out; hits give high values; hit rate 1.2% among 96,000; in the data active = activation fold above about 2
Target sequence (P05187 whole entry, looked up): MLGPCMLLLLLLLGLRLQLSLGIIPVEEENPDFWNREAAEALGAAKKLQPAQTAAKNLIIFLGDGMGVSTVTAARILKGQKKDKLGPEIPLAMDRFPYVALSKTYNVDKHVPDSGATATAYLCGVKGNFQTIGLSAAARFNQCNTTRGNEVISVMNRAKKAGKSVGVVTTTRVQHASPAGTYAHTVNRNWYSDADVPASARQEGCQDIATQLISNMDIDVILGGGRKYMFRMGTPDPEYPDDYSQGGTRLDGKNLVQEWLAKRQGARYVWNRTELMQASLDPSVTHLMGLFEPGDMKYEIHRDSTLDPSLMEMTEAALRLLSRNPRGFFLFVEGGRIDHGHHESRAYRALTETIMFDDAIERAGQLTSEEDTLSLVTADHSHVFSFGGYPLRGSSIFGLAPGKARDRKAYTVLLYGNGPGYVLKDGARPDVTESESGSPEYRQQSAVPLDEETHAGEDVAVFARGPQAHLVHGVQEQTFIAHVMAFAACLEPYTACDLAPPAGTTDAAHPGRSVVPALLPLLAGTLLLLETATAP
PLK1 inh: blocks human PLK1 kinase activity; P53350; recombinant PLK1 kinase, TR-FRET peptide phosphorylation; inhibition, % at 10 µM; hit rate 0.53% among 97,000; AID 619;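 active = inhibition of 50% or more in the single-concentration screen; inactive = inhibition below 50%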;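 also: 0% = DMSO max control and 100% = H-89 dihydrochloride min control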
MT1-MMP txn act: MT1-MMP promoter transcription activation; HT1080 MT1-MMP promoter luciferase reporter, luminescence, overnight; hits give high values; hit rate 0.16% among 86,000; activation factor at 10 µM;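 active = activation factor of at least 2 for MT1-MMP transcription at 10 µM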
EphB4 antag: blocks human EphB4 binding to ephrin-B2 | EphB4 LBD / TNYL-RAW-Alexa532 peptide, fluorescence polarization | inhibition, % at 7 µM | hit rate 0.15% among 97,000 | AID 720;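 active = inhibition above the screen-wide mean inhibition plus 3 SD, cut at about 15% in these data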;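 also: 0% = DMSO wells and 100% = excess unlabeled TNYL-RAW peptide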
HIV Rev-RRE inh: inhibitors of HIV-1 Rev-RRE RNA interaction; P05866; Rev peptide-RRE RNA binding, FRET; inhibition, % at 8 µM; hit rate 0.79% among 97,000; AID 704;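 active = inhibition above the screen-wide mean plus 3 SD, cut at about 35% in these data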;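 also: 0% = median DMSO wells and 100% = median Neomycin B control wells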
Target sequence (P05866 whole entry, looked up): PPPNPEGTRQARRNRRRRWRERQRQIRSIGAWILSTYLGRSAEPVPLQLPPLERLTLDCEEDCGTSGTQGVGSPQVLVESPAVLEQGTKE
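Probe or stimulus: fluorescein-Rev peptide as binding partner; assay system: Cy5-tagged RRE RNA duplex with fluorescein-tagged Rev peptide; timing: 5 min compound–RNA preincubation, then 15 min with peptide, 25 °C; medium: HEPES pH 7.5 buffer with KCl, MgCl2, NaCl and EDTA; signal: fluorescein-to-Cy5 FRET, 480 nm excitation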
Plk1 PBD FP: inhibitors of human Plk1 polo box domain binding; inhibition, %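 (tested at about 20 µM)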; AID 693; Plk1 PBD phosphopeptide binding, fluorescence polarization; hit rate 0.13% among 97,000; P53350; in the data active = inhibition above about 34%, passing the limit was not always enough
S1P2 ag: S1P2 (human) receptor agonism | O95136 | S1P2-expressing cell line, agonist reporter read-out | activation, % at 4.5 µM | hit rate 0.46% among 97,000 | AID 729; in the data active = activation above about 16%;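 also: 0% = vehicle low control and 100% = maximal reference agonist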
Target sequence (O95136 whole entry, looked up): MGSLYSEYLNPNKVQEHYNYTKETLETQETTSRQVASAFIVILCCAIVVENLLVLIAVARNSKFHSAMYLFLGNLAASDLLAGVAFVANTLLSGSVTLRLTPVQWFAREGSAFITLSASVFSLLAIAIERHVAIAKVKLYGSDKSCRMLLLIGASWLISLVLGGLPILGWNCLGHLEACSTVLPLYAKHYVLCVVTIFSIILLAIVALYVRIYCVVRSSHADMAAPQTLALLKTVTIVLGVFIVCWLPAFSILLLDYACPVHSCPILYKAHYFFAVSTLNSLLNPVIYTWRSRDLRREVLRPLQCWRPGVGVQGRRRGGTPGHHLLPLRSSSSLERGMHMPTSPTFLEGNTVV
FAK blocker: inhibitors of human focal adhesion kinase; Q05397; biochemical FAK kinase activity assay; hit rate 0.84% among 97,000; inhibition, %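 (tested at 7 µM)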; in the data active = inhibition above about 19%;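 also: 0% = DMSO and 100% = reference compound high control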
S1P2 antag: S1P2 (human) receptor antagonism. hit rate 0.21% among 97,000. inhibition, % at 5 µM. O95136. AID 736. cell-based S1P2 antagonist assay, inhibition at 5 uM; in the data active = inhibition above about 45%;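 also: CRE beta-lactamase reporter cells expressing human S1P2 stimulated with S1P; 0% = agonist at EC80 alone and 100% = agonist plus reference antagonist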
* marks the source's active call; other numbers are inactive results; x = no result given.

SMILES	PLAP act	PLK1 inh	MT1-MMP txn act	EphB4 antag	HIV Rev-RRE inh	Plk1 PBD FP	S1P2 ag	FAK blocker	S1P2 antag
COc1ccccc1-c1nnc(SCC(=O)O)n1C	0.9	-1	1.4	-3	7	-10	-8	0	8
CCC(=O)Nc1c(-c2cccs2)c(=O)c2ccccc2n1C	1.1	3	1.2	4	3	-13	-6	-1	-7
CCOc1ccc(C(c2c(C)[nH][nH]c2=O)c2c(C)[nH][nH]c2=O)cc1OC	1.6	-9	x	5	-3	19	-5	-3	20
Cc1cccc(-n2c(Cn3nc(C)c([N+](=O)[O-])c3C)n[nH]c2=S)c1	1.1	-8	1.2	6	6	-6	-1	5	16
CCC(c1nnnn1CCOC)N(Cc1cc2c(C)cc(C)cc2[nH]c1=O)CC1CCCO1 (stereo unspecified)	1.2	-6	1.9	-1	2	2	-6	0	9
COc1ccc(-c2nc(C)ncc2-c2csc(C)n2)c(O)c1	1.3	-9	1.1	4	8	-4	-4	1	-2
COc1ccc(CN2C(=O)[C@@H]3C(c4ccc(F)cc4)=NO[C@@H]3C2=O)cc1	1	2	1.1	-3	8	5	-2	6	10
CCOc1ccc(OCc2ccc(C(=O)N3CCCC3)o2)cc1	1.5	-10	1.3	1	-2	-17	-2	-2	-13
CCOC(=O)Cc1csc(SCC(=O)Nc2cccc(C#N)c2)n1	0.8	-7	1.1	-4	1	2	-3	-1	10
CCOc1ccccc1NC(=O)N1CCC(NC(=O)c2ccccc2C)CC1	1.1	-9	1.1	2	3	-33	-5	2	1
Cc1ccc(-n2ncc3c(NCCCN4CCOCC4)ncnc32)c(C)c1	1.6	-22	x	-6	0	22	-3	-1	16
COc1ccc(OC)c(S(=O)(=O)Nc2ccc(O)c3ccccc23)c1	1.1	36	0.7	2	1	-4	-3	4	2
Cc1ccc(C)c(CSc2nnc([C@@H](N)C(C)C)o2)c1	1.7	-10	1.1	-8	2	12	-3	-1	-5
CS(=O)(=O)N1CCN(c2ccccc2NC(=O)c2cccnc2Cl)CC1	1	-8	1	-1	3	30	3	0	-3
Cc1cc(NC(=O)CSc2nnc(-c3ccc4c(c3)OCCO4)o2)no1	0.9	-9	1.2	1	4	5	-4	-2	8
Cc1cc(-c2nn3c(-c4ccccc4)nnc3s2)c2ccccc2n1	1	-13	1.1	5	-2	5	1	16	-6
O=C(Nc1nnc(-c2ccc3c(c2)CCCC3)o1)c1ccccc1Cl	1	-13	1.2	5	7	24	-3	-2	20
O=C(O)C1CCCN1C(=O)c1cccs1 (stereo unspecified)	x	-7	1	5	10	-32	-1	-1	16
O=C1c2ccccc2C(Nc2cccc(C(F)(F)F)c2)N1Cc1ccco1 (stereo unspecified)	1	-5	1.1	3	18	1	-1	20*	26
O=S(=O)(Nc1cccnc1)c1cccs1	1.2	-14	1	9	8	12	-8	-52	19
COc1ccc(N2COC3c4cccc5cccc(c45)C32)cc1 (stereo unspecified)	x	-10	1.2	-1	13	-7	-6	1	-26
CCCOc1ccc(C2NC(=O)NC2=O)cc1 (stereo unspecified)	x	-17	1.2	6	5	21	-7	1	7
Cc1[nH]c2ccccc2c1C(=O)COC(=O)C1CC(=O)N(Cc2ccccc2)C1 (stereo unspecified)	1.6	-3	1.2	0	4	25	-9	-1	12
Cc1cccc(Cn2c(=O)n(-c3ccc(CC(=O)NCc4ccco4)cc3)c(=O)c3sccc32)c1	1.1	-1	x	1	13	10	-7	9	-3
CCCOc1cccc(C(=O)Nc2nnn(CCC)n2)c1	0.9	-21	1.5	-7	-1	-13	-4	4	11
COc1ccc(/C=C/C(=O)c2ccc(NC(=O)c3cccs3)cc2)cc1OC	1.4	-11	x	1	1	13	-3	1	5
Brc1ccc(-c2nnc(-c3ccccc3)c(N3CCSCC3)n2)cc1	1	-12	x	-1	5	-25	-3	-8	11
COc1ccc(Cl)cc1C(=O)NCC(c1ccco1)N1CCCC1 (stereo unspecified)	1.1	-1	1.1	-5	2	-5	-2	-1	-2
CCC(c1nnnn1Cc1ccco1)N(CCN1CCOCC1)Cc1cc2cc(C)ccc2[nH]c1=O (stereo unspecified)	1.3	0	1	-2	7	17	-6	-1	20
O=C(NCc1cccs1)c1cc(S(=O)(=O)N2CCCCC2)ccc1Cl	x	-14	1.1	-6	4	8	-3	1	-11
CCc1ccccc1NS(=O)(=O)c1ccc(SC)cc1	1	-5	1.1	-6	7	8	-3	7	-9
Cc1ccc(C(=O)CSc2n[nH]c(C)n2)cc1	1.7	-9	1.3	-1	5	12	-8	-4	-2
COC(=O)NC1CSCC1OC(=O)c1ccc(Br)cc1 (stereo unspecified)	x	-3	1	6	5	-20	-6	-4	-32
O=C1CSC(=S)N1Cc1cccnc1	1.9	-9	1	-7	18	-33	-13	-4	19
CC1(c2ccccc2)NC(=O)N(CCN2C(=O)c3ccccc3C2=O)C1=O (stereo unspecified)	1.1	-15	1.3	-2	0	0	-4	-2	21
COc1cccc(NC2CC(=O)N(CCc3ccccc3)C2=O)c1 (stereo unspecified)	1	-7	1.1	5	-1	-7	-5	5	17
O=C(Nc1ccc2nsnc2c1)N1CCCCCC1	0.8	-8	1.2	-2	2	1	2	5	0
CCCCn1c(NC(=O)c2ccc(Br)o2)c(S(=O)(=O)c2ccccc2)c2nc3ccccc3nc21	1.6	-10	x	2	34	-3	6	6	-19
FC(F)(F)c1cc(Oc2ccccc2Cl)nc(-c2ccccn2)n1	1.1	-5	x	-3	11	-5	-8	1	4
CCOc1ccc(C2CC(=O)NC3=C2C(=O)CCC3)cc1 (stereo unspecified)	0.9	-13	1.1	12	8	3	-8	-6	28
Cc1onc(-c2ccccc2Cl)c1C(=O)N1CCc2ccccc21	0.9	-8	1	-5	-1	-27	-1	-5	-9
CCc1nnc(NC(=O)CSc2nnc(-c3ccccc3O)n2-c2ccc(C)cc2C)s1	1.3	-2	0.7	7	5	4	-7	7	7
O=C(Nc1ccc(N2CCOCC2)cc1N1CCOCC1)c1ccco1	1	-10	1	-8	2	22	1	16	-28
Cc1cc(C(=O)CSc2n[nH]c(N)n2)c(C)n1-c1ccccc1	x	-15	x	4	6	2	-2	-1	-2
COc1ccc(CCNC(=O)CN2CCN(Cc3ccc(F)cc3)C2=O)cc1OC	1.6	-5	x	-1	-2	4	-3	0	22
O=C(Nc1ccc(F)cc1F)c1ccc(COc2c(F)c(F)cc(F)c2F)o1	0.9	-17	1.1	-3	3	-39	-4	1	-4
COc1cc(OC)cc(C(=O)NCCn2ccc3ccccc32)c1	0.8	-5	1.2	7	-1	-11	-1	-1	-19
COc1cc(-c2ccccc2)nc(N)n1	0.9	2	x	5	8	1	0	-1	-19
COc1ccc(CNC(=O)/C=C/c2ccc(OCCCF)cc2)cc1	0.9	-13	x	-1	3	-32	-4	2	10
CCOC(=O)CCc1c(C)nc2cc(-c3ccc(F)cc3)[nH]n2c1=O	0.9	-6	0.9	4	10	-1	-5	-2	5
O=C(Cc1cccs1)N1CCN(C(=O)C2CCCO2)CC1 (stereo unspecified)	0.9	-10	1.1	-1	7	8	-1	0	7
CC(C)C(c1nnnn1Cc1ccccc1)N(Cc1ccco1)Cc1cccs1 (stereo unspecified)	1.2	-14	1.1	-9	3	-12	1	2	-14
O=C(c1ccccc1)c1cn[nH]c1-c1ccccc1O	2.2*	-7	1.6	4	1	-20	-5	0	11
COC(=O)c1sc2ccccc2c1-n1cccc1C(=O)C(=O)Nc1ccc(F)cc1	1.1	-14	x	6	21	30	-7	7	13
COc1ccc(NC(=O)CCc2nc(-c3ccc(C)cc3)no2)c(OC)c1	0.9	-17	1.1	-3	7	6	-4	0	-17
O=C(Nc1ccon1)c1sc2ccccc2c1Cl	1.1	2	1.2	1	7	8	-4	0	13
CCc1ccc(OCC(=O)NC(=S)Nc2ccc(C)cc2C)c(Br)c1	1	-13	x	1	12	0	-3	-6	17
Cc1ccc(NC(=O)c2ccc(-n3cncn3)c([N+](=O)[O-])c2)cc1	0.9	-7	x	-1	6	-11	-4	0	19
CCN(CC)S(=O)(=O)c1ccc(OC)c(NC(=O)c2cc([N+](=O)[O-])ccc2Cl)c1	0.9	-7	x	5	8	-28	3	2	26
O=C(c1ccccc1Cl)N1CCc2ccccc2C1	x	-9	1.1	-3	3	-9	-4	-1	13

Whole records as entered above. Screens in order: PLAP act, PLK1 inh, MT1-MMP txn act, EphB4 antag, HIV Rev-RRE inh, Plk1 PBD FP, S1P2 ag, FAK blocker, S1P2 antag
CCc1ccc(OCC(=O)NC(=S)Nc2ccc(C)cc2C)c(Br)c1 in the list: 1, -13, x, 1, 12, 0, -3, -6, 17
O=C(Nc1ccon1)c1sc2ccccc2c1Cl in the list: 1.1, 2, 1.2, 1, 7, 8, -4, 0, 13
Cc1ccc(NC(=O)c2ccc(-n3cncn3)c([N+](=O)[O-])c2)cc1 in the list: 0.9, -7, x, -1, 6, -11, -4, 0, 19
CC(C)C(c1nnnn1Cc1ccccc1)N(Cc1ccco1)Cc1cccs1 (stereo unspecified) in the list: 1.2, -14, 1.1, -9, 3, -12, 1, 2, -14

Continued:
SMILES	PLAP act	PLK1 inh	MT1-MMP txn act	EphB4 antag	HIV Rev-RRE inh	Plk1 PBD FP	S1P2 ag	FAK blocker	S1P2 antag
CCn1cc(C(=O)OCC(=O)Nc2ccc(S(=O)(=O)N3CCCC3)cc2)c(=O)c2ccc(C)nc21	0.9	-13	1.3	8	1	4	-3	8	-2
O=C(C1CCC(C(=O)N2CCc3ccccc32)CC1)N1CCc2ccccc21 (stereo unspecified)	1	5	1	1	6	-31	-4	-13	3
CCc1ccccc1NC(=O)C1CCCN(S(=O)(=O)c2c(C)noc2C)C1 (stereo unspecified)	1	-3	1.3	-2	4	-4	-6	-10	14
Cc1csc2nc(=O)c3ccccc3n12	0.9	-13	1.2	5	13	11	-3	0	3
COc1nc(N(CC(N)=O)S(=O)(=O)c2ccccc2)nc(C)c1Cl	x	-14	1.1	1	5	-8	-2	1	-7
COc1ccccc1NC(=O)CC1Nc2ccccc2NC1=O (stereo unspecified)	1.5	9	1.3	2	6	-14	0	0	0
CN1CCN(C(=O)N2CCNC2=O)CC1	1.1	-15	1.1	-3	5	-1	-3	1	4
Cc1ccc(-c2nnc(-c3ccccc3)c(N3CCOCC3)n2)cc1	1.3	-14	x	0	5	-43	-5	0	2
CC(C)(C)c1ccc(O)c(N)c1	1	-11	1.1	-7	14	-29	-1	1	-3
COc1ccc(S(=O)(=O)Nc2nc(C(F)(F)F)cs2)cc1	1.3	-12	1.1	1	10	20	-4	-2	-2
Cn1c(CN2CCCCC2)nc2cc(NC(=O)c3ccc(F)cc3)ccc21	1.1	-5	1.2	-5	2	-5	-5	1	-10
O=C(Nc1ccccc1C(F)(F)F)c1cc(-c2ccc(O)cc2)on1	1	10	1.4	-2	-2	5	-2	1	16
Cc1ccc(S(=O)(=O)NCC2CCC(C(=O)NCc3ccco3)CC2)cc1 (stereo unspecified)	1	-12	1.1	-1	0	-3	-1	2	-1
Nc1cc(Cl)nc(N/N=C/c2ccccc2[N+](=O)[O-])n1	0.9	4	x	-8	0	2	-6	1	-6
COC(=O)c1ccc(-n2nnnc2SCc2ccccc2OC)cc1	1.1	-12	1	0	4	-19	2	-8	5
CCOc1ccc(C(=O)NCCn2cc(SCC(=O)Nc3cc(C)on3)c3ccccc32)cc1	0.8	-1	1.4	-1	6	-20	-2	-6	13
CN1CCN(C2=C(Cl)C(=O)N(CCc3ccccc3)C2=O)CC1	1.1	-6	1.2	2	12	-13	-3	0	-5

Another view of part of the listing above:
Every second line gives: PLAP act	PLK1 inh	MT1-MMP txn act	EphB4 antag	HIV Rev-RRE inh	Plk1 PBD FP	S1P2 ag	FAK blocker	S1P2 antag
Nc1cc(Cl)nc(N/N=C/c2ccccc2[N+](=O)[O-])n1
 : 0.9	4	x	-8	0	2	-6	1	-6
COC(=O)c1ccc(-n2nnnc2SCc2ccccc2OC)cc1
 : 1.1	-12	1	0	4	-19	2	-8	5

Compounds as they come, and some 3.9% of all compounds hit somewhere here.
